Assay outcomes deposited in PubChem by several laboratories.
eLon inh: E. coli protease La inhibition; P0A9M0; purified E. coli Lon protease, fluorescence polarization; inhibition, % at 7.94 µM; 360,000 compounds, 0.42% hits; AID 602123; in the data active means inhibition above about 13%, passing the limit was not always enough;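 further: 0% = enzyme with probe and DMSO and 100% = no enzyme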
MsrA inhibitor: inhibitors of bovine MsrA; purified bovine MsrA, absorbance read-out; inhibition, % at 15.5 µM; 360,000 compounds, 0.75% hits; AID 651718; in the data active means inhibition above about 4.5%;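 further: 0% = vehicle wells with enzyme and 100% = reference inhibitor wells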
SKN-1 block: blocks SKN-1 activity in C. elegans. C. elegans VP596 Pgst-4::GFP/RFP ratio, acrylamide-induced, 24 h. inhibition, % at 21.8 µM. 360,000 compounds, 0.49% hits. AID 624304;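 active means interference check ratio from 0.5 to 1.5 plus GFP to RFP signal ratio inhibition reaching or exceeding a fixed threshold, cut at about 30% in these data, passing the limit was not always enough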; further: some compounds called inactive have numbers as strong as hits
Neddyl block: cullin neddylation inhibition; calls only at 25 µM; TR-FRET cullin neddylation, biochemical; P61081+Q13564; 360,000 compounds, 0.58% hits; in the data active means inhibition above about 36%
FAS-TE inh: FAS thioesterase (human) inhibition; inhibition, % at 15 µM; 360,000 compounds, 0.67% hits; P49327; recombinant FAS-TE, OMFH fluorogenic substrate, fluorescence endpoint;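 active means compounds whose normalised, plate-corrected inhibition of enzyme fluorescence in the single-dose primary screen is 50% or more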;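 further: 0% = DMSO with enzyme and 100% = substrate without enzyme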
MT1-MMP act inh: inhibitors of human MT1-MMP activation. P50281. HT1080 RFP-PRO-GFP cells, GFP/RFP ratio fluorescence, overnight; percent of plate control window, DMSO zero. GFP/RFP ratio change, % at 20 µM. 360,000 compounds, 0.061% hits;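 active means GFP/RFP ratio change of at least 30% with cell ATP level not reduced by more than half and red fluorescence within 50% of control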; further: strong numbers were not always called active
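Test system: HT1080 cells expressing an RFP-PRO-GFP fluorescent reporter construct / Compound dosing: single-point 20 µM compound, 1% DMSO / Schedule: cells overnight before dosing, compound overnight, 37 °C, 5% CO2 / Evaluation: GFP/RFP fluorescence ratio / Control set: DMSO and RFP-L50D-GFP cell wells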
NRP1-CendR mod: NRP-1/CendR interaction modulation | O14786 | FAM-RPARPAR peptide binding to NRP-1, fluorescence polarization | inhibition, % at 25 µM | 360,000 compounds, 0.85% hits;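 active means inhibition or corrected inhibition above about 18%, plus a signal ratio from 0.5 to 1.5, limit read from the data, passing the limit was not always enough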; further: strong numbers were not always called active
MsrA act: activators of bovine methionine sulfoxide reductase A. activation, % at 10.6 µM. 360,000 compounds, 0.3% hits. AID 602163. purified bovine MsrA, absorbance read-out; in the data active means activation above about 7.5%;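 further: 0% = vehicle and 100% = reference activator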
Rin1 Abl inh: human Rin1-Abl interaction inhibition | P00519+Q13671 | TR-FRET Rin1/Abl binding, biochemical | inhibition, % at 7.35 µM | 360,000 compounds, 0.4% hits | AID 588664; in the data active means inhibition above about 5%, passing the limit was not always enough
Target sequence (P00519 whole entry, looked up): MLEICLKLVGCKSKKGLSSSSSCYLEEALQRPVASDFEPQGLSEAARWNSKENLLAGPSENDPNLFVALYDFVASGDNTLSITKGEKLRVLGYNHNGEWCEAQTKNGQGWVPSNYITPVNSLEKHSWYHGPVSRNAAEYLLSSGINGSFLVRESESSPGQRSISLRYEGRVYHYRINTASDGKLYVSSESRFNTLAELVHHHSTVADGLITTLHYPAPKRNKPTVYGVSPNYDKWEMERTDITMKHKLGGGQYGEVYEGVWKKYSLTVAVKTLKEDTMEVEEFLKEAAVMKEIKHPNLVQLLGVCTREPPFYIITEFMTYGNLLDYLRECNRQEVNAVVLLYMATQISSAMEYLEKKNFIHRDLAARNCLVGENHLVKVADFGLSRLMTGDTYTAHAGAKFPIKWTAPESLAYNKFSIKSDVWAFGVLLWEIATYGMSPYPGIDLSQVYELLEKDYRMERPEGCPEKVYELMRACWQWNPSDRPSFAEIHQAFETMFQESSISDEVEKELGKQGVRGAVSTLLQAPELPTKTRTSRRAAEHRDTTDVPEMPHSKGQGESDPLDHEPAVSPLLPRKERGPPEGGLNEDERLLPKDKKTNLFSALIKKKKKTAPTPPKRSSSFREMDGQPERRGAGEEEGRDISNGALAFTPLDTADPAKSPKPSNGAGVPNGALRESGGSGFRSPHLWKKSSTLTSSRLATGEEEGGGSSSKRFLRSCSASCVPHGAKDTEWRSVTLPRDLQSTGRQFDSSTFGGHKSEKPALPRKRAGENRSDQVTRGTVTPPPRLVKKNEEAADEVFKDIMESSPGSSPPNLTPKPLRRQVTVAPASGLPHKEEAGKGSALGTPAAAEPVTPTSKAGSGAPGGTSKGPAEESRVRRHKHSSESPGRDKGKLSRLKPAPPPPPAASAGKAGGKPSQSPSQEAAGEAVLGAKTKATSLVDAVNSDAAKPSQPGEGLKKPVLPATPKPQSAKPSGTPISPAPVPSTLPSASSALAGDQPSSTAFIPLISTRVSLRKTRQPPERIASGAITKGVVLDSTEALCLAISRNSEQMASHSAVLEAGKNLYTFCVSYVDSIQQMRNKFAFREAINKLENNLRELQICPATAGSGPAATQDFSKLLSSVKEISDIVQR
Target sequence (Q13671 whole entry, looked up): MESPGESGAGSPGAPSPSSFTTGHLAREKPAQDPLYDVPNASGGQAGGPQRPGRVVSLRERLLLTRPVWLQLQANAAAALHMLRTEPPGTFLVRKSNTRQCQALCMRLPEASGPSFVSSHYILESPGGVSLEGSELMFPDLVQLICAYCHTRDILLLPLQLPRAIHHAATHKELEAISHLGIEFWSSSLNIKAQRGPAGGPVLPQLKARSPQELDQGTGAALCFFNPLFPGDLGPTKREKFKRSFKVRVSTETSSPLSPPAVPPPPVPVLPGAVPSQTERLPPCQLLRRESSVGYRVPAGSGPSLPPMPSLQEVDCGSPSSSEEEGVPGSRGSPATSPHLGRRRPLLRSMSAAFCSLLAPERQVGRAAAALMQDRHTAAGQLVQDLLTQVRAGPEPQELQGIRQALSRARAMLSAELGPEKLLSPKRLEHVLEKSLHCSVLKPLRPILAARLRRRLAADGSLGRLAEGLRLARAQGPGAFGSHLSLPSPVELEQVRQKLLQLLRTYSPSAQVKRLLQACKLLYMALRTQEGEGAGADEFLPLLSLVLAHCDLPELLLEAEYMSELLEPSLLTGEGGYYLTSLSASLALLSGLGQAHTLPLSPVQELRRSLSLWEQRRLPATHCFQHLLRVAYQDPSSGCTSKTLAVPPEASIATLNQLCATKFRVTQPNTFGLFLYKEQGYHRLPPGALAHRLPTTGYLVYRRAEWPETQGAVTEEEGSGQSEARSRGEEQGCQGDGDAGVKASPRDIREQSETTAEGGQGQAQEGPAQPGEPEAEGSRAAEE
* = called active by the depositor. Compounds as they come, and some 4.2% of all compounds hit somewhere here.

Sample of the layout, two compounds:
Screening Clc1ccc(-c2nnc(-c3ccccc3)o2)cn1 returned eLon inh -14, MsrA inhibitor 0.3, SKN-1 block 42*, Neddyl block inactive, FAS-TE inh 1, MT1-MMP act inh -2, NRP1-CendR mod 7, MsrA act 3 and Rin1 Abl inh 3.
For Cn1c(CN2CCCC(C(=O)c3ccc4c(c3)OCO4)C2)nc2ccccc21 (configuration not stated) the results were eLon inh -2, MsrA inhibitor 0.4, SKN-1 block 9, Neddyl block inactive, FAS-TE inh -3, MT1-MMP act inh -5, NRP1-CendR mod 5, MsrA act -5 and Rin1 Abl inh 4.

The listing (from the top)
Screening Clc1ccc(-c2nnc(-c3ccccc3)o2)cn1 returned eLon inh -14, MsrA inhibitor 0.3, SKN-1 block 42*, Neddyl block inactive, FAS-TE inh 1, MT1-MMP act inh -2, NRP1-CendR mod 7, MsrA act 3 and Rin1 Abl inh 3.
For Cn1c(CN2CCCC(C(=O)c3ccc4c(c3)OCO4)C2)nc2ccccc21 (configuration not stated) the results were eLon inh -2, MsrA inhibitor 0.4, SKN-1 block 9, Neddyl block inactive, FAS-TE inh -3, MT1-MMP act inh -5, NRP1-CendR mod 5, MsrA act -5 and Rin1 Abl inh 4.
`COc1cccc(C(=O)NCC(=O)NNc2ncnc(N)c2[N+](=O)[O-])c1` gave eLon inh -10, MsrA inhibitor 1.6, SKN-1 block 1, Neddyl block inactive, FAS-TE inh -4, MT1-MMP act inh 1, NRP1-CendR mod 14, MsrA act -3 and Rin1 Abl inh -3.
O=C(O)C1CCN(C(=O)OCc2ccccc2)CC1 was read as eLon inh 3, SKN-1 block 16, Neddyl block inactive, FAS-TE inh -5, MT1-MMP act inh -2, NRP1-CendR mod 6, MsrA act -3 and Rin1 Abl inh 1.
`N/C(=N\OC(=O)c1cc(-c2ccccc2)nc2ccccc12)c1cccnc1` gave eLon inh -6, MsrA inhibitor -1.1, SKN-1 block -4, Neddyl block inactive, FAS-TE inh 5, MT1-MMP act inh -1, NRP1-CendR mod 5, MsrA act -4 and Rin1 Abl inh -6.
`CN(C(=O)CCN1C(=O)c2ccccc2C1=O)C1CCCCC1` gave eLon inh 0, MsrA inhibitor 0.0, SKN-1 block 10, Neddyl block inactive, FAS-TE inh -10, MT1-MMP act inh -2, NRP1-CendR mod 6, MsrA act -8 and Rin1 Abl inh -1.
Cc1nc2c(C(=O)N3CCN(c4ccccn4)CC3)cnn2c(C)c1Cc1cccc(Cl)c1 was read as eLon inh -13, MsrA inhibitor -0.2, SKN-1 block 3, Neddyl block active, FAS-TE inh 12, MT1-MMP act inh -1, NRP1-CendR mod -14, MsrA act -3 and Rin1 Abl inh 3.
COc1cccc(C(=O)NCCCN2CCN(CCCNC(=O)c3cccc(OC)c3)CC2)c1 was read as eLon inh -15, MsrA inhibitor 0.8, SKN-1 block -7, Neddyl block inactive, FAS-TE inh -9, MT1-MMP act inh 4, NRP1-CendR mod 5, MsrA act -1 and Rin1 Abl inh -1.
For CCOc1ccc(NC(=O)c2sc3nc(N4CCOCC4)c4c(c3c2N)CCCC4)cc1 the results were eLon inh 5, MsrA inhibitor -0.3, SKN-1 block -4, Neddyl block inactive, FAS-TE inh 13, MT1-MMP act inh 6, NRP1-CendR mod 2, MsrA act -11 and Rin1 Abl inh -7.
For COc1cccc(CNC(=O)CN(C)S(=O)(=O)c2ccc3c(c2)CC(C)N3C(C)=O)c1 (configuration not stated) the results were eLon inh -3, MsrA inhibitor -0.4, SKN-1 block 17, Neddyl block inactive, FAS-TE inh -3, MT1-MMP act inh -4, NRP1-CendR mod 4, MsrA act -2 and Rin1 Abl inh 6.
Screening CSc1ccccc1OCc1cc(C(=O)NCCn2nc(C)cc2C)no1 returned eLon inh -3, MsrA inhibitor -1.5, SKN-1 block -7, Neddyl block inactive, FAS-TE inh 1, MT1-MMP act inh 2, NRP1-CendR mod 2, MsrA act -11 and Rin1 Abl inh 5.
CC(=O)c1ccc(S(=O)(=O)N2CCN(C(=O)CSc3ccc(F)cc3)CC2)cc1 was read as eLon inh 3, MsrA inhibitor -0.6, SKN-1 block 9, Neddyl block inactive, FAS-TE inh 0, MT1-MMP act inh 1, NRP1-CendR mod -12, MsrA act -2 and Rin1 Abl inh 1.
Screening CCOC(=O)c1c(C)[nH]c(C(=O)N(C)Cc2cccc(OC)c2OC)c1C returned eLon inh 6, MsrA inhibitor -0.5, SKN-1 block -1, Neddyl block inactive, FAS-TE inh -4, MT1-MMP act inh 6, NRP1-CendR mod 9, MsrA act -5 and Rin1 Abl inh 6.
For COc1cccc(C(c2sc3nc(C)nn3c2O)N2CCc3ccccc3C2)c1 (configuration not stated) the results were eLon inh 1, MsrA inhibitor 0.4, SKN-1 block -2, Neddyl block inactive, FAS-TE inh -2, MT1-MMP act inh 0, NRP1-CendR mod 2, MsrA act -1 and Rin1 Abl inh -1.
CCN(CC)CCC(c1cc(OC)c(OC)c(OC)c1)c1c(OC)cc(OC)c2c(-c3ccccc3)cc(=O)oc12 (configuration not stated) was read as eLon inh -9, MsrA inhibitor -0.1, SKN-1 block 3, Neddyl block inactive, FAS-TE inh -4, MT1-MMP act inh 1, NRP1-CendR mod 1, MsrA act -3 and Rin1 Abl inh 2.
For CCCCN1C(=O)C(CC(=O)NCc2cccc3ccccc23)CC(C(=O)N(C)C)=C1C (configuration not stated) the results were eLon inh -3, MsrA inhibitor -0.2, SKN-1 block -1, Neddyl block inactive, FAS-TE inh -10, MT1-MMP act inh 4, NRP1-CendR mod -5, MsrA act -1 and Rin1 Abl inh -2.
Screening COc1ccc(-n2c(C)nc3sc4c(c3c2=O)CCC4)cc1 returned eLon inh -1, MsrA inhibitor -0.4, SKN-1 block 1, Neddyl block inactive, FAS-TE inh -6, MT1-MMP act inh 2, NRP1-CendR mod -6, MsrA act -1 and Rin1 Abl inh 2.
Screening COc1ccc(OCC(O)CN2CCOCC2)cc1 (configuration not stated) returned eLon inh -1, MsrA inhibitor -0.5, SKN-1 block 17, Neddyl block inactive, FAS-TE inh -5, MT1-MMP act inh -2, NRP1-CendR mod -4, MsrA act -3 and Rin1 Abl inh -2.
`Nc1nc2ccc(Cl)cc2[nH]1` gave eLon inh 3, MsrA inhibitor 0.6, SKN-1 block -6, Neddyl block inactive, FAS-TE inh -8, MT1-MMP act inh -1, NRP1-CendR mod 17, MsrA act -2 and Rin1 Abl inh 3.
`Cc1ccc(NNC(=O)C(=O)N2CCCCC2)cc1` gave eLon inh -8, MsrA inhibitor -0.5, SKN-1 block 1, Neddyl block inactive, FAS-TE inh -11, MT1-MMP act inh -1, NRP1-CendR mod -4, MsrA act -1 and Rin1 Abl inh 1.
For CC(=O)Nc1cc(-c2cccc(CO)c2)cn2c(-c3ccc(F)cc3)cnc12 the results were eLon inh 2, MsrA inhibitor 0.1, SKN-1 block 8, Neddyl block inactive, FAS-TE inh 3, MT1-MMP act inh -1, NRP1-CendR mod -11, MsrA act -2 and Rin1 Abl inh 2.
For c1ccc(-c2oc3ncnc(NCCN4CCOCC4)c3c2-c2ccccc2)cc1 the results were eLon inh -12, MsrA inhibitor -0.6, SKN-1 block 8, Neddyl block inactive, FAS-TE inh 14, MT1-MMP act inh -3, NRP1-CendR mod -6, MsrA act -2 and Rin1 Abl inh 1.
Screening CC(Oc1ccc(Cl)cc1)/C(N)=N/O (configuration not stated) returned eLon inh 0, MsrA inhibitor 1.9, SKN-1 block 8, Neddyl block inactive, FAS-TE inh -4, MT1-MMP act inh -2, NRP1-CendR mod 0, MsrA act -7 and Rin1 Abl inh 0.
`CNC(=O)NC(=O)C(C)OC(=O)c1oc2ccccc2c1CSc1ccc(Cl)cc1` (configuration not stated) gave eLon inh 0, MsrA inhibitor -0.2, SKN-1 block 11, Neddyl block inactive, FAS-TE inh 19, MT1-MMP act inh -1, NRP1-CendR mod -13, MsrA act -10 and Rin1 Abl inh -2.
CCc1cccc(C)c1NC(=O)CN(C)C1=NS(=O)(=O)c2ccccc21 was read as eLon inh 8, MsrA inhibitor 0.7, SKN-1 block -1, Neddyl block inactive, FAS-TE inh -4, MT1-MMP act inh 5, NRP1-CendR mod -14, MsrA act -5 and Rin1 Abl inh 2.
For CN1CCN(C2CCN(Cc3ccc(O)c4ncccc34)CC2)CC1 the results were eLon inh 1, MsrA inhibitor 0.4, SKN-1 block 9, Neddyl block inactive, FAS-TE inh -9, MT1-MMP act inh 3, NRP1-CendR mod 5, MsrA act -2 and Rin1 Abl inh 5.
`O=C(O)CCc1nc2ccccc2n(CCc2ccccc2)c1=O` gave eLon inh -8, MsrA inhibitor 1.4, SKN-1 block 18, Neddyl block inactive, FAS-TE inh -9, MT1-MMP act inh 3, NRP1-CendR mod 5, MsrA act 0 and Rin1 Abl inh 2.
`CCOc1ccc(CCNC(=O)CCn2ccc3cc(S(=O)(=O)N4CCCC4)ccc32)cc1` gave eLon inh 3, MsrA inhibitor -0.2, SKN-1 block 0, Neddyl block inactive, FAS-TE inh 6, MT1-MMP act inh -1, NRP1-CendR mod 18, MsrA act -2 and Rin1 Abl inh -3.
Screening Cc1ccc2c(C)nc(Nc3nc(CSc4nc5ccccc5s4)cc(=O)[nH]3)nc2c1 returned eLon inh -1, MsrA inhibitor -0.9, SKN-1 block 11, Neddyl block inactive, FAS-TE inh 14, MT1-MMP act inh -8, NRP1-CendR mod -10, MsrA act -1 and Rin1 Abl inh -3.
For O=S1(=O)CCC(NC2CCCC2)C1 (configuration not stated) the results were eLon inh -9, MsrA inhibitor 0.1, SKN-1 block -8, Neddyl block inactive, FAS-TE inh -1, MT1-MMP act inh -2, NRP1-CendR mod 1, MsrA act -2 and Rin1 Abl inh 3.
CCC(C)c1ccccc1NC(=O)C(C)Sc1n[nH]c(N)n1 (configuration not stated) was read as eLon inh -1, MsrA inhibitor 0.1, SKN-1 block 11, Neddyl block inactive, FAS-TE inh -17, MT1-MMP act inh -6, NRP1-CendR mod 6, MsrA act -3 and Rin1 Abl inh 0.
CC1(C(=O)NS(=O)(=O)c2ccc(Cl)cc2)CCN1C(=O)Cc1ccccc1 (configuration not stated) was read as eLon inh 21, MsrA inhibitor -0.6, SKN-1 block 7, Neddyl block inactive, FAS-TE inh -6, MT1-MMP act inh 2, NRP1-CendR mod 0, MsrA act -1 and Rin1 Abl inh -2.
For FC(F)(F)c1nc(Sc2ncccc2C(F)(F)F)n[nH]1 the results were eLon inh 1, MsrA inhibitor 1.5, SKN-1 block -1, Neddyl block inactive, FAS-TE inh -9, MT1-MMP act inh -2, NRP1-CendR mod -3, MsrA act -2 and Rin1 Abl inh 1.
Screening CNC(=O)c1sc(-c2ccccn2)nc1C returned eLon inh 1, MsrA inhibitor 1.4, SKN-1 block 8, Neddyl block inactive, FAS-TE inh -3, MT1-MMP act inh 4, NRP1-CendR mod -3, MsrA act -5 and Rin1 Abl inh -4.
Cn1nc(CC(=O)Nc2ncc(Br)s2)c2ccccc2c1=O was read as eLon inh -7, MsrA inhibitor 0.3, SKN-1 block -12, Neddyl block inactive, FAS-TE inh -3, MT1-MMP act inh 2, NRP1-CendR mod -10, MsrA act -9 and Rin1 Abl inh -3.
COc1ccc(Cl)cc1NC(=O)NCC1CCN(Cc2ccccc2F)CC1 was read as eLon inh -3, MsrA inhibitor -0.7, SKN-1 block 13, Neddyl block inactive, FAS-TE inh 8, MT1-MMP act inh 2, NRP1-CendR mod -1, MsrA act 0 and Rin1 Abl inh 4.
